Gli-Sufu block: blocks Gli-Sufu signaling in a luciferase reporter. AID 588413. 340,000 compounds, 0.74% hits. inhibition, % at 5 µM. Sufu-KO-LIGHT fibroblasts, Gli luciferase reporter luminescence;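 active means inhibition above about 55%, limit read from the data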;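 further: 0% = DMSO-treated cells and 100% = wells with medium but no cells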
Apaf-1 inh: inhibitors of human Apaf-1 apoptosome; reconstituted apoptosome caspase-3 activity, DEVD-Rh110 fluorescence; inhibition, % at 20 µM; 330,000 compounds, 0.71% hits; active means inhibition of at least 40% at 20 µM;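 further: plate controls were DMSO wells for no effect and DEVD-CHO caspase inhibitor wells for full effect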
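Material: reconstituted apoptosome with Apaf-1, cytochrome c, caspase-9, procaspase-3, dATP; medium: pH 7.5 Hepes buffer with CHAPS, BSA, DTT; also added: cytochrome c and DEVD-Rh110 substrate; timing: 30 min plus 50 min, RT; signal: Rh110 fluorescence intensity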
697 NFkB inh: inhibitors of the PMA/ionomycin-induced NF-kB reporter in 697 B cells; 697 B-cell NF-kB luciferase reporter, 16 h; 330,000 compounds, 0.33% hits; inhibition, % at 4 µM; in the data active means inhibition above about 35%
EBI2 block: blocks human EBI2 receptor beta-arrestin signaling | P32249 | EBI2 beta-arrestin recruitment, luminescence, 7a,25-OHC stimulated | inhibition, % at 5 µM | 360,000 compounds, 0.81% hits | AID 651636; in the data active means inhibition above about 38%;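 further: enzyme fragment complementation signal reports receptor beta-arrestin coupling in cells; 0% = agonist plus DMSO wells and 100% = wells without agonist; some results beyond the cut were filed as inactive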
UBC13 inh: blocks human UBC13 polyubiquitin chain formation | 330,000 compounds, 0.47% hits | P61088 | AID 485273 | inhibition, % at 20 µM | TR-FRET; in the data active means inhibition above about 45%, passing the limit was not always enough
Target sequence (P61088 whole entry, looked up): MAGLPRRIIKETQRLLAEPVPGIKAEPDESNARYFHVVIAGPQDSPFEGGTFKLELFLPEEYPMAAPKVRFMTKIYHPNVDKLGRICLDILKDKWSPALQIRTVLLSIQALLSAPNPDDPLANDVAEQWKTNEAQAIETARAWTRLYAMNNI
SENP8 block: SENP8 protease inhibition; purified SENP8, Z-RLRGG-aminoluciferin cleavage, luminescence; 330,000 compounds, 1.2% hits; Q96LD8; inhibition, % at 10 µM
Target sequence (Q96LD8 whole entry, looked up): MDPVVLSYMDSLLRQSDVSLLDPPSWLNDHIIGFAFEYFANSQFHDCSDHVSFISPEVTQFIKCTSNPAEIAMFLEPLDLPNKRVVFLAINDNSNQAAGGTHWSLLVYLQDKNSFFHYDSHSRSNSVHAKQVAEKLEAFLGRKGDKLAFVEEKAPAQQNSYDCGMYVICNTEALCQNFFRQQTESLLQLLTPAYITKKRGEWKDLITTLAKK
Jurkat NFkB inh: lowers PMA/ionomycin-induced NF-kB signal in Jurkat cells | AID 435003 | inhibition, % at 4 µM | PMA/ionomycin-induced NF-kB luciferase reporter, luminescence | 330,000 compounds, 0.53% hits
CCR6 antag: antagonists of human CCR6 receptor. inhibition, % at 20 µM. 340,000 compounds, 0.49% hits. P51684. CHO-K1 CCR6 PathHunter beta-arrestin, luminescence, CCL20-stimulated;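 active means compounds whose inhibition of the agonist-driven luminescence signal at 20 µM reaches about 50%, limit read from the data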;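 further: cells stimulated with CCL20 at 14 nM final; plate controls were DMSO with CCL20 for no effect and DMSO without agonist for full effect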
Target sequence (P51684 whole entry, looked up): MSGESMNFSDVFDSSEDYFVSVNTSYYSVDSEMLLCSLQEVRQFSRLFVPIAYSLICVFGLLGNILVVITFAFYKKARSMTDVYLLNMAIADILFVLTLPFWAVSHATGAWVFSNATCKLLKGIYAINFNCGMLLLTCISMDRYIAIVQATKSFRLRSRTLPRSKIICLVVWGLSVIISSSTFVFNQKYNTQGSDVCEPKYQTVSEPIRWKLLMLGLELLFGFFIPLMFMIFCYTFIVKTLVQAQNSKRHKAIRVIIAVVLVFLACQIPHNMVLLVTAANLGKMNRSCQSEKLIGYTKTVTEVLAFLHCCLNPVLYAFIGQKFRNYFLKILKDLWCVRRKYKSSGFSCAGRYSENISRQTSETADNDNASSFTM
The depositor's hits bear a star; x = not tested or not shown. Unless noted, no stated cut-off is given here; in the data, active means inhibition above about 50%; inactive means the rest.

SMILES	Gli-Sufu block	Apaf-1 inh	697 NFkB inh	EBI2 block	UBC13 inh	SENP8 block	Jurkat NFkB inh	CCR6 antag
O=C(CSc1nnc(NC(=O)C2CC2)s1)Nc1cccc(F)c1	-6	14	0	-5	0	5	5	-2
COc1ccc(CC(=O)Nc2cc(Cl)ccc2C(=O)O)cc1	3	-7	14	-8	0	-5	3	1
CS/C(=C\C(=O)c1ccco1)Nc1ccccc1Cl	0	-10	7	-2	0	3	2	19
Nc1ncccc1OCc1cccc(C(F)(F)F)c1	3	4	3	6	4	-1	-5	17
COc1ccc(C(=O)C2CCN(CC(=O)Nc3ccc(OC)cc3OC)CC2)cc1	4	16	-7	11	7	2	2	11
CC(=O)c1ccc(OCCCCOc2ccc(C(C)=O)cc2)cc1	5	-5	4	9	-6	-6	-16	-7
O=c1cc(N2CCN(Cc3ccccc3)CC2)c(-c2ccccc2)n[nH]1	3	16	-17	6	-5	2	5	7
O=C(NCc1ccccn1)c1cccn1-c1ncc(C(F)(F)F)cc1Cl	-2	0	9	-7	8	5	6	0
C=C(C)[C@H]1CC=C(C)/C(=N/NC(=O)CNc2ccccc2OC)C1	-19	12	-2	16	6	-10	-8	-8
COc1cccc(-c2cc(C(F)(F)F)nc(NCc3ccco3)n2)c1	7	18	-4	21	9	-1	-4	19
CC(=O)Nc1ccc(NC(=O)C(C)Sc2n[nH]c(-c3cccs3)n2)cc1 (stereo unspecified)	-7	3	28	0	-11	-12	10	16
CCOc1ccc(NS(=O)(=O)c2ccc3c(c2)CCN3C(=O)C2CCC2)cc1	1	14	-48	-18	-5	-6	-10	-3
CCOC(=O)N1CCN(C(=O)CN(Cc2ccc(Cl)cc2)S(=O)(=O)c2ccccc2)CC1	1	24	-45	2	-19	-1	-27	0
CC(C)CNC(=O)CCCSc1nc2ccccc2[nH]1	20	-7	5	-5	2	-2	-4	8
Cc1c(OC(C)C(=O)NCCN2CCOCC2)ccc2c(-c3ccccc3)cc(=O)oc12 (stereo unspecified)	9	-5	-3	-1	-1	-11	0	1
CN1CCN(NC(=O)c2ccc(COc3ccccc3Br)o2)CC1	4	-6	-10	6	5	-3	12	9
CC(C)(C)NC(=O)C12CC3CC(CC(Cl)(C3)C1)C2	-5	0	21	-2	9	4	8	4
O=c1oc2cc(OCc3ccc(F)cc3F)ccc2cc1-c1ccc2ccccc2n1	x	8	5	x	10	-6	-13	x
O=C(COC(=O)c1c(Cl)ccc(Cl)c1Cl)NC(=O)NCc1ccccc1	-1	18	3	0	9	-9	13	-2
O=C(COC(=O)c1cnccn1)NCCc1ccc(Cl)cc1	3	8	10	0	-10	1	2	2
C=C(C)c1cccc(C(C)(C)NC(=O)N2CCOCC2)c1	-5	-9	4	4	9	-7	-15	4
N/C(=N\OC(=O)c1cc(Br)ccc1Cl)c1cccnc1	-25	6	-23	-21	5	1	-13	-16
COc1ccc(NC(=S)N2CCN(S(=O)(=O)c3ccc(F)cc3)CC2)cc1	-8	-5	2	5	6	3	5	3
CCCSC1=N/C(=C\C=C\c2ccco2)C(=O)S1	-6	24	17	-14	-14	-1	9	26
Nc1ccc(SCCN2C(=O)c3ccccc3C2=O)cc1	-19	14	-4	-14	6	-4	-23	-6
Cc1ccc(-c2nc3ncccc3o2)cc1N	-50	1	-35	-10	10	0	-33	3
CCC(C)[C@H](NC(=O)NC1CC1)C(=O)O (stereo partly specified)	1	-14	29	-6	3	5	0	0
O=C(NCc1ccccn1)Nc1ccc(Cl)cc1	-6	-21	-1	-10	4	-3	1	-11
C=C(C)CNC(=S)NNC(=O)CCn1c2ccccc2c2ccccc21	4	13	-8	1	-16	3	-7	-12
Cc1ccc(CN2CCN(CC(=O)O)C2=O)cc1	-1	-6	11	1	-4	2	11	8

An excerpt from above, reduced to SENP8 block.
Structure | SENP8 block
CCCSC1=N/C(=C\C=C\c2ccco2)C(=O)S1 | -1
Nc1ccc(SCCN2C(=O)c3ccccc3C2=O)cc1 | -4
Cc1ccc(-c2nc3ncccc3o2)cc1N | 0
CCC(C)[C@H](NC(=O)NC1CC1)C(=O)O (stereo partly specified) | 5
O=C(NCc1ccccn1)Nc1ccc(Cl)cc1 | -3

New compounds follow
SMILES	Gli-Sufu block	Apaf-1 inh	697 NFkB inh	EBI2 block	UBC13 inh	SENP8 block	Jurkat NFkB inh	CCR6 antag
Cc1ccc(S(=O)(=O)NN2C(=O)/C(=C/c3cccnc3)SC2=S)cc1	17	6	-7	1	-2	0	-26	12
O=C(NCc1cccs1)C1CCN(S(=O)(=O)c2cccc([N+](=O)[O-])c2)CC1	-7	-3	24	-5	2	-4	-3	-14
Cc1cc(C)n(-c2nnc(Cl)c3ccccc23)n1	19	0	6	15	-5	-9	10	-5
C/C(=N\NC(=O)CCC(=O)NCc1ccccc1)c1ccc([N+](=O)[O-])cc1	1	-3	-1	-9	-11	10	3	2
O=C(COC(=O)c1cccc2ccccc12)Nc1cccnc1Cl	-3	12	-13	13	-5	3	-9	-3
COCCNC(=O)CN1c2ccccc2CC1C (stereo unspecified)	-2	0	-23	0	-9	-11	-4	-1
Cc1ccc(NS(=O)(=O)c2cc(OCC(N)=O)c(C)cc2Cl)cc1	6	7	-2	-2	-4	-11	1	-5
Cc1nnc(N)s1	-3	-6	1	-6	5	0	8	-18
CC(OC(=O)Cc1c[nH]c2ccccc12)C(=O)Nc1ccccc1F (stereo unspecified)	4	-2	13	-3	0	-5	2	-5
Cc1cc(C)c(C#N)c(SCS(=O)c2ccc(C(C)(C)C)cc2)n1 (stereo unspecified)	1	3	2	11	6	-4	-3	5
CC1CCN(C(=O)CCC(=O)Nc2nnc(C(F)(F)F)s2)CC1	-5	7	-64	2	-7	-10	-15	6
Cc1ccc(C(=O)Nc2cccc([N+](=O)[O-])c2)cc1S(=O)(=O)Nc1ccc(NC(=O)c2ccccc2)cc1	3	8	-19	15	-8	3	10	17
CC(CCc1ccccc1)NC(=O)c1cc2sccc2n1C (stereo unspecified)	-11	1	5	16	8	-4	-9	17
CC(=O)Nc1ccc(SCC(=O)c2cc(C)n(-c3ccccc3)c2C)cc1	51	13	-90	-2	8	-1	-27	4
O=C1CN(C(=S)Nc2ccccc2Cl)CCN1	-3	-4	30	-3	6	-1	-7	-4
CCOC(=O)Cc1csc(NC(=O)CCNS(=O)(=O)c2ccc3c(c2)CCC(=O)N3)n1	7	-2	11	1	0	2	-11	-1
Cc1ccccc1CC(=O)Nc1ccc(C(=O)N2CCCC2)cc1	-5	4	-16	-8	0	17	-16	-6
COC(=O)C1=C(C)NC(C)=C(C(=O)OC)C1C(=O)OCC(=O)N1CCCCC1C (stereo unspecified)	-4	9	-27	-4	-4	-14	0	3
CCOc1cc(NC(=O)c2ccco2)c(OCC)cc1NC(=O)CCc1ccccc1OC	7	15	-12	22	-3	-1	-3	12
COc1cc(NC(=O)CN(C)Cc2cccc(F)c2)c(C)cc1[N+](=O)[O-]	15	11	3	11	-13	-14	-5	2
Cc1cccc(C(=O)OCC(=O)NC2CCCCCCC2)c1	-14	4	9	-2	9	2	-14	4
Cc1ccc(N(CCC#N)C(=O)CCl)cc1C	6	-8	26	-29	11	3	22	7
Cc1ccc(S(=O)(=O)Nc2nc(C)cc(NCCN)n2)cc1	-2	-16	5	-2	-5	-6	8	3
CNc1snc(C)c1C(=O)OC(C)C(=O)NCc1ccccc1 (stereo unspecified)	-3	12	1	4	1	9	-15	11
COC(=O)[C@H](CC(C)C)NC(=O)NCc1ccc(Cl)cc1	-2	0	0	2	-2	6	3	0
Cc1ccc(-n2ncc3c(NCCCOC(C)C)ncnc32)c(C)c1	0	7	-18	-4	-1	-4	-15	20
C=CCn1c(SCC(=O)N(C)c2c(N)n(Cc3ccccc3)c(=O)[nH]c2=O)nnc1-c1ccccc1OC	-13	0	7	-13	-11	5	9	9
O=C1CCC(C(=O)N(CCO)Cc2ccccc2)CN1CC1CCCCC1 (stereo unspecified)	1	11	-12	1	-6	2	-5	-3
CC1=NN(c2ccccc2)C(=O)/C1=C/c1cc2cc(C)ccc2nc1N1CCCCC1	x	94*	-87	x	-63	0	-61	x
CCC(=O)c1c[nH]c(C(=O)NCCCN2CCOCC2)c1	-1	2	15	-9	3	-6	-8	9
COc1ccccc1CC(=O)N1CCN(c2ccccc2)CC1	-1	-2	9	10	2	0	2	4
COc1ccc(C2(NC(C)=O)CCN(C(=O)c3cccs3)CC2)cc1	0	-11	18	-5	7	2	6	-26
CCOc1cccc(NC(=O)C2CC(=O)N(c3ccc(F)cc3)C2)c1 (stereo unspecified)	-6	-8	6	0	2	-3	2	5
COc1ccc(NC(=O)c2noc3c2CCCCC3)cc1	-98	-5	-137	-10	-5	3	-123	5
Cc1cc(C)c2cc3c(N)c(C(=O)N4CCc5ccccc5C4)sc3nc2c1	0	9	3	8	-7	2	-4	1
COc1ccc(Cc2nc3ccc(C(=O)NCC4CCOCC4)cc3o2)cc1OC	-5	-1	10	-8	-4	4	-12	3
NCCCNC(=O)c1ccc(/C=N/O)nc1	3	-3	-2	1	-5	4	-2	4
Cc1cc(C)cc(NC(=O)COc2coc(CN3CCc4ccccc4C3)cc2=O)c1	9	10	7	2	2	6	19	-2
O=C(c1ccc(NS(=O)(=O)c2cccc([N+](=O)[O-])c2)cc1)N1CCN(C(=O)c2ccco2)CC1	2	2	10	-1	-3	-7	-6	4
CSC1=N/C(=C\C=C\c2cccs2)C(=O)S1	-8	15	4	5	-73	54*	5	13
Cc1ccc(OCC(=O)N2CCCCCC2)c(C)c1	-9	5	1	8	3	-19	0	1
O=S(=O)(c1ccc(Br)cc1)N1CCCN(Cc2cccc(F)c2)CC1	22	27	9	-3	9	-3	-6	30

Source: PubChem

These rows are one share of the data; count on the stated rates, not on these rows.
